E coli Lon inh: inhibits E. coli Lon protease. AID 602123. P0A9M0. purified E. coli Lon protease, fluorescence polarization. actives 0.42% (n = 360,000). inhibition, % at 7.94 µM; in the data active = inhibition above about 13%, passing the limit was not always enough;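 note: 0% = enzyme with probe and DMSO and 100% = no enzyme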
MT1-MMP act inh: MT1-MMP (human) activation inhibition; GFP/RFP ratio change, % at 20 µM; AID 651647; P50281; HT1080 RFP-PRO-GFP cells, GFP/RFP ratio fluorescence, overnight; percent of plate control window, DMSO zero; actives 0.061% (n = 360,000);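 active = GFP/RFP ratio change of at least 30% with cell ATP level not reduced by more than half and red fluorescence within 50% of control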; note: strong numbers were not always called active
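Assay system: HT1080 RFP-PRO-GFP cells | Dosing: 20 µM single dose, 1% DMSO | Incubation: Cells overnight before dosing, compound overnight, 37 °C, 5% CO2 | Evaluation: GFP/RFP fluorescence ratio | Control set: DMSO-only wells and HT1080 RFP-L50D-GFP cell wells as references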
NRP1-CendR mod: NRP-1/CendR interaction modulation. inhibition, % at 25 µM. O14786. AID 602438. FAM-RPARPAR peptide binding to NRP-1, fluorescence polarization. actives 0.85% (n = 360,000);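 active = inhibition or corrected inhibition above about 18%, plus a signal ratio from 0.5 to 1.5, limit read from the data, passing the limit was not always enough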; note: strong numbers were not always called active
Target sequence (O14786 whole entry, looked up): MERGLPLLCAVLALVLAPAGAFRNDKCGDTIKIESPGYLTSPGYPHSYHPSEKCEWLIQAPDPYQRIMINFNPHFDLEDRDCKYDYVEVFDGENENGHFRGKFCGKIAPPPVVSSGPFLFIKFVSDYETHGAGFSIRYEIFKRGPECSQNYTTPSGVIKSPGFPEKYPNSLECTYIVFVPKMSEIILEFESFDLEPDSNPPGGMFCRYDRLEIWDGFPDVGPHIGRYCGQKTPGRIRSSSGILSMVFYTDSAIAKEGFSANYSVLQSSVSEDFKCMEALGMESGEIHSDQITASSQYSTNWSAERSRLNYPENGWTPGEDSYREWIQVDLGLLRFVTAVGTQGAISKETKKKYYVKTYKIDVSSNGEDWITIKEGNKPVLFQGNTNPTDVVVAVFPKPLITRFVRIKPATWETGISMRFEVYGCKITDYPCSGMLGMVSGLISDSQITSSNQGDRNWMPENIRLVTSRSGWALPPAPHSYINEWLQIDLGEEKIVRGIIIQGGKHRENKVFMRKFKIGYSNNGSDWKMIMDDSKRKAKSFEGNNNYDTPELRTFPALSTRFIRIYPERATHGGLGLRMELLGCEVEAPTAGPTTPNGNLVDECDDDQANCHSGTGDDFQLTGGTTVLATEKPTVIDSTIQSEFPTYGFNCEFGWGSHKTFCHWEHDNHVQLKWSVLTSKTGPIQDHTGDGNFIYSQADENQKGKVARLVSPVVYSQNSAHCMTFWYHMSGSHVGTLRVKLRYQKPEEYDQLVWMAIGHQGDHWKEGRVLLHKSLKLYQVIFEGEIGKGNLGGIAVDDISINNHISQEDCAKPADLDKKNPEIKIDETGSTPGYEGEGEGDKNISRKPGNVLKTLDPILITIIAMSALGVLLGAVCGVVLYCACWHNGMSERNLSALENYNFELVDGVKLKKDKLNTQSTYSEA
MsrA inh: inhibits bovine methionine sulfoxide reductase A. inhibition, % at 15.5 µM. purified bovine MsrA, absorbance read-out. actives 0.75% (n = 360,000). AID 651718; in the data active = inhibition above about 4.5%;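 note: 0% = vehicle wells with enzyme and 100% = reference inhibitor wells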
Neddyl block: inhibitors of human cullin neddylation; P61081+Q13564; TR-FRET cullin neddylation, biochemical; calls only at 25 µM; actives 0.58% (n = 360,000); in the data active = inhibition above about 36%
MsrA act: bovine methionine sulfoxide reductase A activation; purified bovine MsrA, absorbance read-out; activation, % at 10.6 µM; actives 0.3% (n = 360,000); in the data active = activation above about 7.5%;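 note: 0% = vehicle and 100% = reference activator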
Rin1 Abl inh: human Rin1-Abl interaction inhibition; P00519+Q13671; TR-FRET Rin1/Abl binding, biochemical; inhibition, % at 7.35 µM; actives 0.4% (n = 360,000); in the data active = inhibition above about 5%, passing the limit was not always enough
FAS TE block: blocks the thioesterase domain of human fatty acid synthase | P49327 | recombinant FAS-TE, OMFH fluorogenic substrate, fluorescence endpoint | inhibition, % at 15 µM | actives 0.67% (n = 360,000) | AID 602261;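 active = compounds whose normalised, plate-corrected inhibition of enzyme fluorescence in the single-dose primary screen is 50% or more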;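 note: 0% = DMSO with enzyme and 100% = substrate without enzyme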
SKN-1 block: blocks SKN-1 activity in C. elegans; C. elegans VP596 Pgst-4::GFP/RFP ratio, acrylamide-induced, 24 h; inhibition, % at 21.8 µM; actives 0.49% (n = 360,000);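 active = interference check ratio from 0.5 to 1.5 plus GFP to RFP signal ratio inhibition reaching or exceeding a fixed threshold, cut at about 30% in these data, passing the limit was not always enough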; note: some compounds called inactive have numbers as strong as hits
Numbers without * were called inactive. Compounds as they come; any-hit rate near 4.2%.

How did COc1ccc(CNC(=O)COC(=O)c2ccc(Br)c(S(=O)(=O)N3CCOCC3)c2)cc1 do in these assays?
E coli Lon inh: 3; MT1-MMP act inh: 1; NRP1-CendR mod: 7; MsrA inh: -0.4; Neddyl block: inactive; MsrA act: -1; Rin1 Abl inh: 0; FAS TE block: 4; SKN-1 block: -4

Results for Cc1ccc(SCC(=O)OCC(=O)N(C)CC(=O)Nc2ccc(F)cc2)cc1C ?
E coli Lon inh: 2; MT1-MMP act inh: 6; NRP1-CendR mod: 1; MsrA inh: -1.4; Neddyl block: inactive; MsrA act: -1; Rin1 Abl inh: -2; FAS TE block: 2; SKN-1 block: 15

Results for CC(CN1CCCCC1)OC(=O)c1cc2ccccc2o1 (configuration not stated) ?
E coli Lon inh: -8; MT1-MMP act inh: -2; NRP1-CendR mod: 4; MsrA inh: 0.3; Neddyl block: inactive; MsrA act: -3; Rin1 Abl inh: 0; FAS TE block: -2; SKN-1 block: -7

Results for NS(=O)(=O)c1ccc(NC(=O)c2ccc(Cl)c(S(=O)(=O)NCc3ccco3)c2)cc1 ?
E coli Lon inh: -6; MT1-MMP act inh: 8; NRP1-CendR mod: 3; MsrA inh: 0.4; Neddyl block: inactive; MsrA act: -2; Rin1 Abl inh: 1; FAS TE block: -2; SKN-1 block: -2

What do the screens show for `CCN(CC)c1nc(N)c2c(N)nc(OC)cc2c1C#N`?
E coli Lon inh: 8; MT1-MMP act inh: -6; NRP1-CendR mod: -17; MsrA inh: 0.3; Neddyl block: inactive; MsrA act: -3; Rin1 Abl inh: -4; FAS TE block: 3; SKN-1 block: 4

How did COc1ccc(S(=O)(=O)Nc2c(C)nc3nc[nH]n3c2=O)cc1 do in these assays?
E coli Lon inh: 2; MT1-MMP act inh: -5; NRP1-CendR mod: 0; MsrA inh: 0.1; Neddyl block: inactive; MsrA act: -2; Rin1 Abl inh: -1; FAS TE block: 1; SKN-1 block: -4

What do the screens show for `Cc1ccc(S(=O)(=O)CC(C)N2CCOCC2)c(S(=O)(=O)CC(C)N2CCOCC2)c1` (configuration not stated)?
E coli Lon inh: -7; MT1-MMP act inh: -4; NRP1-CendR mod: 2; MsrA inh: -0.9; Neddyl block: inactive; MsrA act: -2; Rin1 Abl inh: -3; FAS TE block: -9; SKN-1 block: 8

What do the screens show for `Cn1c(=O)c2c([nH]c(=O)n2C)n(Cc2ccccc2)c1=O`?
E coli Lon inh: 6; MT1-MMP act inh: 3; NRP1-CendR mod: -5; MsrA inh: -0.8; Neddyl block: inactive; MsrA act: -8; Rin1 Abl inh: -3; FAS TE block: -2; SKN-1 block: -8

What do the screens show for `Cc1ccccc1NS(=O)(=O)CCCCC(Cl)(Cl)Cl`?
E coli Lon inh: 15; MT1-MMP act inh: 1; NRP1-CendR mod: -7; MsrA inh: 0.3; Neddyl block: inactive; MsrA act: -2; Rin1 Abl inh: -4; FAS TE block: 14; SKN-1 block: 14

What do the screens show for `C=CCN(c1ccccc1)S(=O)(=O)c1cccc(C(=O)Nc2ncccc2O)c1`?
E coli Lon inh: 4; MT1-MMP act inh: 3; NRP1-CendR mod: 0; Neddyl block: inactive; MsrA act: -3; Rin1 Abl inh: -3; FAS TE block: -14; SKN-1 block: 17

The list goes on; the last 2 above are carried over.
What do the screens show for `Cc1ccccc1NS(=O)(=O)CCCCC(Cl)(Cl)Cl`?
E coli Lon inh: 15; MT1-MMP act inh: 1; NRP1-CendR mod: -7; MsrA inh: 0.3; Neddyl block: inactive; MsrA act: -2; Rin1 Abl inh: -4; FAS TE block: 14; SKN-1 block: 14

What do the screens show for `C=CCN(c1ccccc1)S(=O)(=O)c1cccc(C(=O)Nc2ncccc2O)c1`?
E coli Lon inh: 4; MT1-MMP act inh: 3; NRP1-CendR mod: 0; Neddyl block: inactive; MsrA act: -3; Rin1 Abl inh: -3; FAS TE block: -14; SKN-1 block: 17

What do the screens show for `Cc1cc(NC(=O)c2cc([N+](=O)[O-])cc([N+](=O)[O-])c2)no1`?
E coli Lon inh: -4; MT1-MMP act inh: 4; NRP1-CendR mod: 0; MsrA inh: 0.4; Neddyl block: inactive; MsrA act: 1; Rin1 Abl inh: -1; FAS TE block: 2; SKN-1 block: -1

Results for Cc1nnc(SCc2nnc(-c3ccccc3Br)o2)s1 ?
E coli Lon inh: 1; MT1-MMP act inh: -1; NRP1-CendR mod: -23; MsrA inh: 1.8; Neddyl block: inactive; MsrA act: -2; Rin1 Abl inh: 0; FAS TE block: -3; SKN-1 block: 5

Results for O=C(COC(=O)c1ccccn1)Nc1ccccc1Cl ?
E coli Lon inh: -1; MT1-MMP act inh: 1; NRP1-CendR mod: -5; MsrA inh: -1.6; Neddyl block: inactive; MsrA act: -12; Rin1 Abl inh: 1; FAS TE block: -2; SKN-1 block: -21

What do the screens show for `CC(C)c1nc2oc3c(NCC4CCCO4)ncnc3c2c2c1COC(C)(C)C2` (configuration not stated)?
E coli Lon inh: 1; MT1-MMP act inh: -4; NRP1-CendR mod: -13; MsrA inh: -0.8; MsrA act: -5; Rin1 Abl inh: 0; FAS TE block: -1; SKN-1 block: 14

What do the screens show for `Nc1sc(-c2ccccc2)cc1C(=O)N1CCN(c2ccccc2)CC1`?
MT1-MMP act inh: 3; NRP1-CendR mod: 0; MsrA inh: 1.6; Neddyl block: inactive; SKN-1 block: 13

What do the screens show for `CCCc1[nH]nc2c1C(c1ccc(OCCN3CCOCC3)c(OCC)c1)C(C#N)=C(N)O2` (configuration not stated)?
E coli Lon inh: -2; MT1-MMP act inh: -1; NRP1-CendR mod: 0; MsrA inh: -0.7; Neddyl block: inactive; MsrA act: -2; Rin1 Abl inh: 1; FAS TE block: -8; SKN-1 block: 12

Results for COc1cc(/C=N/NC2=NS(=O)(=O)c3ccccc32)cc(OC)c1OC ?
E coli Lon inh: -11; MT1-MMP act inh: -2; NRP1-CendR mod: -3; MsrA inh: 5.5*; Neddyl block: inactive; MsrA act: -4; Rin1 Abl inh: 1; FAS TE block: -7; SKN-1 block: -9

Results for CCCOc1cccc(C(=O)Nc2ccccc2C(=O)N2CCN(C)CC2)c1 ?
E coli Lon inh: -9; MT1-MMP act inh: -4; NRP1-CendR mod: 1; MsrA inh: -0.2; Neddyl block: inactive; MsrA act: -1; Rin1 Abl inh: 0; FAS TE block: -6; SKN-1 block: 11

Results for COc1ccc(C(=O)NC(=S)NNC(=O)c2ccc(O)cc2)cc1[N+](=O)[O-] ?
E coli Lon inh: 3; MT1-MMP act inh: 2; NRP1-CendR mod: 2; MsrA inh: 2.8; Neddyl block: inactive; MsrA act: -3; Rin1 Abl inh: 1; FAS TE block: 4; SKN-1 block: 18

What do the screens show for `O=C(NCCCC1CCCC1)C1CCC(=O)N(Cc2cccc(F)c2)C1` (configuration not stated)?
E coli Lon inh: -9; MT1-MMP act inh: 4; NRP1-CendR mod: 8; MsrA inh: 0.4; Neddyl block: inactive; MsrA act: -7; Rin1 Abl inh: 2; FAS TE block: 9; SKN-1 block: 2

Results for COc1ccc(NC(=O)C2Cc3c(-c4cccc(C(N)=O)c4)ccnc3O2)cc1OC (configuration not stated) ?
E coli Lon inh: -3; MT1-MMP act inh: 1; NRP1-CendR mod: -2; MsrA inh: -1.0; Neddyl block: inactive; MsrA act: -5; Rin1 Abl inh: -4; FAS TE block: -8; SKN-1 block: 0

How did CCOC(=O)C1CCCN(C(=O)c2c(-c3ccccc3)noc2C)CC1 (configuration not stated) do in these assays?
E coli Lon inh: -5; MT1-MMP act inh: 6; NRP1-CendR mod: 5; MsrA inh: -0.2; Neddyl block: inactive; MsrA act: -6; Rin1 Abl inh: -2; FAS TE block: -13; SKN-1 block: -1

Results for COc1cccc(OCC(=O)Nc2cc(Cl)ccc2Oc2ccccc2)c1 ?
E coli Lon inh: 3; MT1-MMP act inh: -3; NRP1-CendR mod: 18; MsrA inh: 1.2; Neddyl block: inactive; MsrA act: -4; Rin1 Abl inh: -4; FAS TE block: 38; SKN-1 block: 5

Results for O=C(Nc1nc(-c2ccccn2)cs1)c1cc2ccccc2o1 ?
E coli Lon inh: 0; MT1-MMP act inh: -9; NRP1-CendR mod: -14; MsrA inh: 2.2; Neddyl block: inactive; MsrA act: -3; Rin1 Abl inh: -2; FAS TE block: 2; SKN-1 block: -27

What do the screens show for `CN(C)S(=O)(=O)c1cccc(NC(=O)c2cccc(S(=O)(=O)N3CCc4ccccc43)c2)c1`?
E coli Lon inh: 7; MT1-MMP act inh: -14; NRP1-CendR mod: 12; MsrA inh: 0.4; Neddyl block: inactive; MsrA act: -4; Rin1 Abl inh: 0; FAS TE block: 40; SKN-1 block: 6

What do the screens show for `O=C(CNC(=O)c1ccccc1)OCc1cccc(Br)c1`?
E coli Lon inh: 3; MT1-MMP act inh: 1; NRP1-CendR mod: 4; MsrA inh: 1.3; Neddyl block: inactive; MsrA act: -6; Rin1 Abl inh: -1; FAS TE block: -2; SKN-1 block: -14

How did CCNC(=S)Nc1ccc2cn[nH]c2c1 do in these assays?
E coli Lon inh: 13; MT1-MMP act inh: 0; NRP1-CendR mod: 2; MsrA inh: -1.0; Neddyl block: inactive; MsrA act: -1; Rin1 Abl inh: 1; FAS TE block: -7; SKN-1 block: 5

Results for COc1ccc(Cl)cc1C(=O)NCC(=O)OCc1ccccc1 ?
E coli Lon inh: -3; MT1-MMP act inh: 0; NRP1-CendR mod: 24; MsrA inh: 0.7; Neddyl block: inactive; MsrA act: -2; Rin1 Abl inh: 0; FAS TE block: 14; SKN-1 block: 4

What do the screens show for `CCCCOc1ccc(C(=O)NCc2ccncc2)cc1`?
E coli Lon inh: -4; MT1-MMP act inh: -1; NRP1-CendR mod: 1; MsrA inh: 0.1; Neddyl block: inactive; MsrA act: -1; Rin1 Abl inh: 0; FAS TE block: -5; SKN-1 block: 6

What do the screens show for `COc1ccc2[nH]c3c(c2c1)CCN1C(=O)C(CC(=O)NCCC2=CCCCC2)C[C@H](C(=O)N(C(C)C)C(C)C)[C@@]31C` (some centres not stated)?
E coli Lon inh: 4; MT1-MMP act inh: -5; NRP1-CendR mod: -17; MsrA inh: -0.4; Neddyl block: inactive; MsrA act: 0; Rin1 Abl inh: 1; FAS TE block: 20; SKN-1 block: -3

Results for CCn1c(SCC(O)c2ccccc2)nnc1-c1ccccc1 (configuration not stated) ?
E coli Lon inh: -12; MT1-MMP act inh: -5; NRP1-CendR mod: -7; MsrA inh: 1.4; Neddyl block: inactive; MsrA act: -15; Rin1 Abl inh: 0; FAS TE block: -12; SKN-1 block: -14

What do the screens show for `CCC(NC(=O)Cc1c(C)c2c(cc(C)c3c(C)c(C)oc32)oc1=O)C(=O)O` (configuration not stated)?
E coli Lon inh: 9; MT1-MMP act inh: 0; NRP1-CendR mod: -1; MsrA inh: 0.8; MsrA act: -11; Rin1 Abl inh: -3; FAS TE block: 2; SKN-1 block: 7

What do the screens show for `FC(F)(F)c1cnc(-c2cnc(-c3ccccn3)nc2)c(Cl)c1`?
E coli Lon inh: -1; MT1-MMP act inh: 3; NRP1-CendR mod: 2; MsrA inh: 1.1; Neddyl block: inactive; MsrA act: -2; Rin1 Abl inh: 1; FAS TE block: -3; SKN-1 block: -6

How did CC(=O)Nc1ccc(S(=O)(=O)N2CCN=C2SCc2ccc(C)cc2)cc1 do in these assays?
E coli Lon inh: 3; MT1-MMP act inh: 4; NRP1-CendR mod: 17; MsrA inh: -0.3; Neddyl block: inactive; MsrA act: -5; Rin1 Abl inh: -1; FAS TE block: 11; SKN-1 block: -4

What do the screens show for `Cc1ccc(CN2CCN(CC(=O)NCc3ccccc3)CC2)cc1`?
E coli Lon inh: 12; MT1-MMP act inh: 4; NRP1-CendR mod: -3; MsrA inh: 0.3; Neddyl block: inactive; MsrA act: -12; Rin1 Abl inh: -2; FAS TE block: -6; SKN-1 block: 4

High-throughput results (PubChem)
